KCNQ1 block = inhibitors of human KCNQ1 channel, primary screen, cell-based, thallium flux, high-throughput | Potassium voltage-gated channel subfamily KQT member 1 (Homo sapiens), P51787 | CHO-K1 KCNQ1, FluxOR thallium flux fluorescence; hits give high values | B-score at 10 µM | hit rate 1.3% among 310,000 | AID 2642, 2010;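 active = compounds whose thallium flux B-score, printed positive for inhibition, exceeds three library SD while starting fluorescence stays within three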;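 note: channel opened by potassium depolarization with thallium stimulus after 20 min compound exposure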
Target sequence (P51787 whole entry, looked up): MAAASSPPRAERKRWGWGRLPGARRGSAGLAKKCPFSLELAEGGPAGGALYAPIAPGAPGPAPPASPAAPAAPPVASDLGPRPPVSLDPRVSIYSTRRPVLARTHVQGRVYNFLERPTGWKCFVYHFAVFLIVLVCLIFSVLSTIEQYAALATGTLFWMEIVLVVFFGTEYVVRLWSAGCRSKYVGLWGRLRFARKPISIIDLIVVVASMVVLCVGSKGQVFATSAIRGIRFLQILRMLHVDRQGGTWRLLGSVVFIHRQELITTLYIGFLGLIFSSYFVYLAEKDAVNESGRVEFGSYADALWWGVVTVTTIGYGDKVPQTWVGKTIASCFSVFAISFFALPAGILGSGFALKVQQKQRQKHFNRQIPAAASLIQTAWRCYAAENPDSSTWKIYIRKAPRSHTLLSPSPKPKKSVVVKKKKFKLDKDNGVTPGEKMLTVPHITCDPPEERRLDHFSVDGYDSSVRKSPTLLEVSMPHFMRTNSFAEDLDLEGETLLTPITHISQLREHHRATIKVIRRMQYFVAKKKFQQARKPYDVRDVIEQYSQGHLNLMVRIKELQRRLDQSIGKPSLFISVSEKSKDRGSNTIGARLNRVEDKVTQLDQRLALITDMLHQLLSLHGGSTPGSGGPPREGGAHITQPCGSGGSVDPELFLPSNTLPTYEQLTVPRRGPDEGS
SKKanGAS inh = S. pyogenes SKKanGAS growth inhibitors in kanamycin, primary screen, streptokinase expression inhibitor project, SKKanGAS strain, BacTiter-Glo luminescence. 6 h. inhibition, % at 7.5 µM. hit rate 1.3% among 300,000;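 active = mean replicate score, as percent of positive control median, at least 50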;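 note: strain carries kanamycin resistance gene driven by streptokinase promoter and grows in 40 µg/ml kanamycin; loss of luminescence reflects streptokinase promoter inhibition or plain growth inhibition; 0% = median of DMSO wells and 100% = positive control at its reference dose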
RGS4 act = RGS4 potentiators or activators, primary screen, cell-based, HEK293 M3R inducible RGS4, calcium flux | carbachol calcium flux Fluo4; hits give low values | B-score at 10 µM | hit rate 0.92% among 310,000 | AID 463111, 2010;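 active = B-score of the integrated calcium signal more than 4 SD below the library mean, with starting fluorescence not abnormally high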;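 note: negative B-score means reduced calcium response which marks RGS4 activation or potentiation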
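test system = HEK293 cells with stable M3R and inducible RGS4 | schedule = recording 10 s baseline at 1 Hz, 100 s post-agonist | technique = Fluo4-AM (2 µM) calcium-flux fluorescence, kinetic read | measure = Agonist-evoked peak-minus-minimum fluorescence over baseline, integrated ratio, B score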
KCNK3 inh = human KCNK3 channel inhibitors, primary screen, CHO cells, FluxOR thallium flux, B-score; Potassium channel subfamily K member 3 (Homo sapiens), O14649; AID 602410, 2012; FluxOR fluorescence; hits give low values; hit rate 0.84% among 340,000; B-score at 10 µM;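 active = B-score under library mean minus 4 SD, starting fluorescence ratio at most library mean plus 5 SD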;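 note: more negative B-score means stronger inhibition of thallium flux through KCNK3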
KCNK9 block = KCNK9 potassium channel inhibitors, primary screen, HEK293 cells, thallium flux. Potassium channel subfamily K member 9 (Homo sapiens), Q9NPC2. FluxOR thallium flux fluorescence; hits give low values. B-score at 10 µM. hit rate 1.2% among 310,000. AID 488922, 2010;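 active = ratio B-score over 3 SD below the library mean, with starting fluorescence within 5 SD of its mean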;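 note: negative B-score means less thallium flux so channel inhibition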
Target sequence (Q9NPC2 whole entry, looked up): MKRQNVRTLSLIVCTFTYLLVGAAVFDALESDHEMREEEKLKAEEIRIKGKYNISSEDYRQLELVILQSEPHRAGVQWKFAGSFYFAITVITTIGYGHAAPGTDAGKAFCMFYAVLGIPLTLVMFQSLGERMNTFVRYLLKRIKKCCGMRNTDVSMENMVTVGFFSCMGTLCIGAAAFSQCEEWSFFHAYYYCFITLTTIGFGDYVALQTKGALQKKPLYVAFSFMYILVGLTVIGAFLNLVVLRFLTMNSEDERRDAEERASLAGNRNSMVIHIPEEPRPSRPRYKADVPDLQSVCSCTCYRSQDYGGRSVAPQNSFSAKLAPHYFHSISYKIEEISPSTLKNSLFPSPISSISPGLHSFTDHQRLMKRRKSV
HDAC3 inh = HDAC3 deacetylase inhibitors, primary screen, biochemical, fluorescence, cell-free homogeneous. Histone deacetylase 3 (Homo sapiens), O15379. recombinant HDAC3, fluorogenic peptide/trypsin coupled. inhibition, % at 8.3 µM. hit rate 0.15% among 320,000; in the data active = inhibition above about 26%, passing the limit was not always enough
TMEM16A act = TMEM16A chloride channel activators or potentiators, primary screen, cell-based, HTS; Anoctamin-1 (Mus musculus), Q8BHY3; HEK293 TMEM16A/YFP-H148Q/I152L, iodide quench fluorescence; hits give low values; B-score at 10 µM; hit rate 0.3% among 340,000; AID 623877, 2012;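 active = fluorescence-ratio B-score plate-corrected deviation score at least 3 library SD below zero, with starting fluorescence score within 5 deviations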;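 note: channel opened by trigger with iodide after compound preincubation; score built on the fluorescence ratio of max minus min over baseline; more negative score means more quench and so TMEM16A activation or potentiation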
RGS4 inh = RGS4 inhibitors, primary screen, cell-based, HEK293 M3R inducible RGS4, calcium flux. hit rate 0.45% among 310,000. AID 463165, 2010. Regulator of G-protein signaling 4 (Homo sapiens), P49798. B-score at 10 µM. Fluo-4 calcium flux; hits give high values; triggered by carbachol at its EC20;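 active = B-score, a plate-corrected calcium signal, over three deviations above library mean, with baseline fluorescence within five deviations of library mean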;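 note: RGS4 expression induced by doxycycline in cells with stable M3 receptor; B-score is computed from the integrated fluorescence ratio over baseline after carbachol; higher B-score means a larger calcium signal and so more RGS4 inhibition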
hERG protect = hERG rescue from dofetilide block, primary screen, cell-based, CHO-hERG, FluxOR thallium flux, dofetilide IC70. dofetilide IC70 present. activation (rescue from dofetilide block), less the hit threshold, % at 10 µM. hit rate 0.51% among 310,000. AID 1511, 2009;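 active = activation above the mean of controls blocked by dofetilide plus 5 SD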;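 note: thallium influx through hERG after potassium depolarization seen as dye fluorescence rise; in these data hits start at about 4.7%; inactives centre near -7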
KCNQ1 pot = potentiators or activators of KCNQ1 channel, primary screen, cell-based, thallium flux, high-throughput; hit rate 0.35% among 310,000; B-score at 10 µM; AID 2648, 2010; CHO-K1 KCNQ1, thallium flux FluxOR fluorescence; hits give high values;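 active = fluorescence ratio B-score, a plate-corrected score, at least three library SD, with initial intensity B-score within 5 SD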
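System: CHO-K1 cells stably expressing KCNQ1 / Medium: assay buffer for compound exposure, DMSO matched across wells / Reagent: thallium- and potassium-containing depolarizing buffer / Compound: one concentration, matched DMSO / Incubation: 20 min compound pretreatment at room temperature / Measured by: kinetic FluxOR fluorescence, 10 s baseline plus 110 s post-stimulus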
TMEM16A inh = TMEM16A chloride channel inhibitors, primary screen, cell-based, HTS; Anoctamin-1 (Mus musculus), Q8BHY3; HEK293 TMEM16A/YFP iodide influx fluorescence, ionomycin; normalized B-score (activity score, 25-100; higher = stronger inhibition) at 10 µM; hit rate 1.2% among 310,000; AID 588511, 2011;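 active = ratio plate-corrected score three or more library SD toward inhibition, starting fluorescence score within five deviations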;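 note: score derived from kinetic fluorescence span divided by baseline fluorescence per well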
* marks the source's active call; other numbers are inactive results; i = inactive; x = no result given. Random draw from the library; any-hit rate near 6.3%.

SMILES	KCNQ1 block	SKKanGAS inh	RGS4 act	KCNK3 inh	KCNK9 block	HDAC3 inh	TMEM16A act	RGS4 inh	hERG protect	KCNQ1 pot	TMEM16A inh
COc1ccccc1-c1ccc(SCc2ccc(F)cc2)nn1	i	6	i	i	i	-7	i	i	-12	i	100*
CCCC1S/C(=N/N=C/c2ccc(C)cc2)N(Cc2ccc(OC)cc2)C1=O (stereo not drawn)	i	20	i	i	i	-2	i	i	-11	i	i
CC12C(=O)N(c3ccc(OC(=O)c4ccco4)cc3)C(=O)C1C1c3ccccc3C2c2ccccc21 (stereo not drawn)	i	20	i	i	i	15	i	i	-5	i	i
C/C(=N\O)c1ccc2c(c1)CC(C)O2 (stereo not drawn)	i	-3	i	i	i	-4	i	i	-5	i	i
CCC(C)NC(=O)C1CCN(S(=O)(=O)N2CCOCC2)CC1 (stereo not drawn)	i	-10	i	i	i	-1	i	i	-16	i	i
CN(C(=O)c1cccc(N2C(=O)C3C4C=CC(C4)C3C2=O)c1)C1CCCCC1 (stereo not drawn)	i	-1	i	i	i	3	i	i	-3	i	i
COCC(=O)NC1(c2nnnn2CCOC(=O)Nc2ccc(Cl)cc2)CCCCC1	i	-14	i	i	i	8	i	i	-22	i	i
CCOC(=O)C1CCN(C(=S)NC2CCCC2)CC1	i	-3	i	i	i	-2	i	i	-5	i	i
Cc1oc(-c2ccccc2F)nc1CS(=O)CC(=O)NC1CCCC1 (stereo not drawn)	i	9	i	i	i	3	i	i	-6	i	i
Cc1cc(C)cc(NC(=O)CCCCCN2C(=O)[C@@H]3Cc4ccccc4CN3C2=O)c1	i	-2	i	i	i	0	i	i	-12	i	i
COc1ccc(CNC(=S)NC2CCCCC2)cc1	i	2	i	i	i	-1	i	i	-12	i	i
NC(=O)c1cnn2c(-c3ccc(Cl)cc3Cl)ccnc12	i	2	i	i	i	-2	x	i	2	i	i
O=C(CCn1nc(-c2ccccc2)ccc1=O)N1CCN(c2ccccn2)CC1	i	-9	i	i	i	-5	i	i	-9	i	i
CC(=O)Nc1ccc(NC(=O)CN2C(=O)COc3ccc(S(=O)(=O)N4CCCCC4)cc32)cc1	i	-2	i	i	i	-1	i	i	-7	i	i
Cc1cc(-c2nnco2)c(C)n1-c1ccc(F)cc1	i	20	i	i	i	-8	i	i	-1	i	i
O=C(O)c1cccc(N2C(=O)Nc3ccccc3N2O)c1	i	3	i	i	i	-14	i	i	5.7*	i	i
CC(C)CNS(=O)(=O)c1cc(C(=O)N2CCOCC2)c(Cl)cc1Cl	i	-6	i	i	i	4	i	i	-11	i	i
O=[N+]([O-])c1cccc(/C(=N/N=C/c2ccccc2Br)C23CN4CN(CN(C4)C2)C3)c1	i	-7	i	i	i	-7	i	i	-11	i	i
COc1ccc(NC(=O)c2ccc3c(c2)OCO3)cc1	i	1	i	i	i	-2	i	i	-7	i	i
CCOc1cc(/C=N/NC(=O)CSc2nncn2C)ccc1OCC(N)=O	i	-6	i	i	i	3	i	i	-6	i	i
O=C(NCCCN1CCCC1=O)c1ccc(Cl)c(Cl)c1	i	-1	i	i	i	2	i	i	-5	i	i
COc1ccc2c(Cl)c(C(=O)N/N=C/c3ccncc3)sc2c1	i	-1	i	i	i	-2	i	i	-14	i	i
CC(=O)Nc1ccc(NC(=O)CN2CCN(c3cccc(C(F)(F)F)c3)CC2)cc1	i	-9	i	i	i	-1	i	i	-8	i	i
CCC(C)[C@H](NC(=O)N1CC(=O)Nc2ccccc21)C(=O)NC(C)CCc1ccccc1 (stereo partly drawn)	i	-1	i	i	i	1	i	i	-8	i	i
C=CCN(CC=C)C(=S)Nc1ccc2nsnc2c1	i	-8	i	i	i	-1	i	i	-13	i	i
O=C1N(Cc2cccnc2)C[C@@H]2C[C@@H](c3cccc(OC4CCCC4)c3)N3CCC[C@@]123	i	10	i	i	i	0	i	i	-5	i	i
CCC1CCCCN1C(=O)c1c(-c2ccccc2)noc1C (stereo not drawn)	i	4	i	i	i	-2	i	i	-5	i	i
Cc1ccc(C(=O)O)cc1-c1ccc(/C=C2\SC(=O)N(CC(=O)Nc3ccc4c(c3)OCO4)C2=O)o1	i	38	i	i	i	3	i	i	-17	i	i
CC(C)(C)n1nnnc1C(c1cccnc1)N1CCN(C2CCCCC2)CC1 (stereo not drawn)	i	-2	i	i	i	-7	x	i	-2	i	i
Cc1ccc2nc(NC(=S)NC(=O)c3cccs3)sc2c1	i	11	i	i	i	-10	i	i	10*	17*	i
Cc1ccc2nc(SCC(=O)Nc3ccc4c(c3)OCO4)nc(=O)n2c1	i	-1	i	i	i	-1	i	i	-21	i	i
COc1ccc(C(=O)Nc2cc(C)nn2-c2cccc(F)c2)cc1OC	i	-1	i	i	i	-4	i	i	0	i	i
Cc1ccc(NC(=O)CNC(=O)c2cccs2)cc1S(=O)(=O)Nc1ccc(Cl)cc1	i	15	i	i	i	0	i	i	-2	i	i
Cc1cc(C(=O)NNS(=O)(=O)c2cccc(Cl)c2)nn1C(C)(C)C	i	1	i	i	i	-1	i	i	-6	i	i
Oc1ccccc1N1CCN(c2ncnc3scc(-c4ccccc4)c23)CC1	6*	13	-7.4*	i	-8*	4	i	i	-19	i	i
CCCCN1C(=O)C2C(c3ccc(OC)cc3O)NC(CC(C)C)(C(=O)O)C2C1=O (stereo not drawn)	i	0	i	i	i	4	i	i	0	i	i
O=C(NCCc1ccccc1)C(=O)NCCC1CCCCN1S(=O)(=O)c1ccccc1 (stereo not drawn)	i	12	i	i	i	x	i	i	-16	i	i
COCCn1c(C)cc(/C=N/NC(=O)c2cccnc2)c1C	i	5	i	i	i	-5	i	i	-6	i	i
Cc1ccc(-c2c(C)sc(=NC(=O)c3ccco3)n2C)cc1	i	-1	i	i	i	-5	i	i	-2	i	i
COc1ccc(-c2noc(CN3CCN(C(=O)c4cccs4)CC3)n2)c(OC)c1OC	i	0	i	i	i	7	i	i	-7	i	i
O=C(c1cc(COc2ccc(F)c(F)c2)on1)N1CCSCC1	i	6	i	i	i	3	i	i	-1	i	i
CCc1nccn1CCC(=O)NC1CC(C)(C)Cc2c1cnn2-c1ccc(OC)cc1 (stereo not drawn)	i	-2	i	i	i	3	i	i	-5	i	i
CCOC(=O)C1=C(C)Nc2ccccc2N=C1NC(=O)C(c1ccccc1)c1ccccc1	i	-2	i	i	i	-4	i	i	-7	i	i
COc1cnn(-c2ccc(C)cc2)c(=O)c1Cl	i	-14	i	i	i	-2	i	i	-7	i	i
COc1ccccc1-c1ccc(/C=C2/C=C(CC(C)C)OC2=O)o1	i	1	i	i	i	-2	i	i	-12	i	i
CN(c1nc2c(c(=O)n(C)c(=O)n2C)n1CC(=O)c1ccccc1)C1CCCCC1	i	-7	i	i	i	7	i	i	-20	i	i
CC(=O)c1ccc(NC(=O)COC(=O)CCc2ccc(S(=O)(=O)N3CCOCC3)cc2)cc1	i	8	i	i	i	x	i	i	-3	i	i
COC(=O)c1ccc(OCCOc2ccccc2C)cc1	i	-1	i	i	i	9	i	i	-9	i	i

At a glance, part of the list above.
SMILES	KCNQ1 block	SKKanGAS inh	RGS4 act	KCNK3 inh	KCNK9 block	HDAC3 inh	TMEM16A act	RGS4 inh	hERG protect	KCNQ1 pot	TMEM16A inh
Oc1ccccc1N1CCN(c2ncnc3scc(-c4ccccc4)c23)CC1	6*	13	-7.4*	i	-8*	4	i	i	-19	i	i
CCCCN1C(=O)C2C(c3ccc(OC)cc3O)NC(CC(C)C)(C(=O)O)C2C1=O (stereo not drawn)	i	0	i	i	i	4	i	i	0	i	i

Other records.
SMILES	KCNQ1 block	SKKanGAS inh	RGS4 act	KCNK3 inh	KCNK9 block	HDAC3 inh	TMEM16A act	RGS4 inh	hERG protect	KCNQ1 pot	TMEM16A inh
Cc1cc(C(=O)OC(C(=O)Nc2cccc(C(F)(F)F)c2)c2ccccc2)c(C)o1 (stereo not drawn)	9*	71*	i	i	i	21	i	i	-5	i	i
CC(=O)N1N=C(c2ccc(C)cc2)OC1c1cccnc1 (stereo not drawn)	i	-3	i	i	i	-4	i	i	-8	i	i
COC(=O)Cn1cc(C#N)c2ccccc21	i	2	i	i	i	-16	i	i	-2	i	i
CCOC(=O)N1C(=O)[C@](CC)(c2ccccc2)N1C(=O)OCC	i	8	i	i	i	10	i	i	-4	i	i
CN(C)S(=O)(=O)N1CCC(Oc2cccc(C(=O)NCCC3=CCCCC3)c2)CC1	i	28	i	i	i	-3	i	i	-15	i	100*
O=C(NCCc1nc2ccccc2[nH]1)c1ccc([N+](=O)[O-])cc1	i	-3	i	i	i	-2	i	i	-4	i	i
O=C(CCC(=O)c1cccs1)NC1CCCCCC1	i	-2	i	i	i	3	i	i	-5	i	i
CCOC(=O)[C@@H]1[C@H]2COc3ccccc3[C@H]2N2C(=O)N(c3ccc(Cl)cc3)C(=O)[C@]12C	i	-5	i	i	i	16	i	i	-4	i	i
CN=C1S/C(=C\c2cc(C)n(-c3ccccc3F)c2C)C(=O)N1C	i	35	i	i	i	11	i	i	-9	i	i
COc1ccc(C(=O)CCC(=O)N2CCN(c3ccc(C)cc3)C(C)C2)cc1 (stereo not drawn)	i	-11	i	i	i	6	i	i	-8	i	i
O=C1N[C@@H](Cc2ccccc2)C(=O)N2[C@H]1C[C@]1(Br)c3ccccc3N(S(=O)(=O)c3ccc(F)cc3)[C@H]21	i	-6	i	i	i	2	i	i	-10	i	i
O=C(CNC(=O)C(c1ccccc1)c1ccccc1)OCc1ccccc1	i	2	i	i	i	3	i	i	2	i	i
CCOc1ncccc1C(=O)NCCc1c[nH]c2ccccc12	i	9	i	i	i	0	i	i	0	i	i
CC(=O)N1CCc2cc(S(=O)(=O)NC(C(=O)NC(C)c3ccccc3)C(C)C)ccc21 (stereo not drawn)	i	1	i	i	i	-1	i	i	-5	i	i

Assay outcomes (PubChem BioAssay)
